D2 agonist: HTS Assay for Allosteric Agonists of the Human D2 Dopamine Receptor: Primary Screen for Agonists; activation, % at 2 µM; 0.53% of 340,000 active; HEK293 T-REx D2 cells, calcium flux agonist mode; D(2) dopamine receptor (Homo sapiens), P14416;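 active means activation over 3 SD above normal in the single-dose calcium agonist read, cut at about 30% in these data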; further: 0% is about no effect
Target sequence (P14416 whole entry, looked up): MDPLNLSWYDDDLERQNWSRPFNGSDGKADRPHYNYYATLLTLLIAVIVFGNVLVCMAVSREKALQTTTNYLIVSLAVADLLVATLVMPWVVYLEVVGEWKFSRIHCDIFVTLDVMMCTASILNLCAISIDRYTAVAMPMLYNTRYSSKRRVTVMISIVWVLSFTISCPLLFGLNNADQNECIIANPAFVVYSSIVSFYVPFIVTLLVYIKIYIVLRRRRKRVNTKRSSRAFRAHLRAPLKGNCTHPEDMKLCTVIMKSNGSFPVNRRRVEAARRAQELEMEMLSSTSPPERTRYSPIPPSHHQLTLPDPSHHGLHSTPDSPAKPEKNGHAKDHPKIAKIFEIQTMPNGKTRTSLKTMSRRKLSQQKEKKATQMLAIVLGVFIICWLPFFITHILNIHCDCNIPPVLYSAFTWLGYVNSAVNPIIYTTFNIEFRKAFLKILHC
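In this primary screen, compounds producing a positive calcium signal within 180 s of addition to tetracycline-induced, force-coupled HEK293 Trex D2 cells are flagged; cells are dye-loaded with a no-wash calcium kit beforehand.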
RXFP1 antag: qHTS Assay for Antagonists of the Relaxin Receptor RXFP1; HEK293-RXFP1, relaxin-stimulated cAMP HTRF, 30 min; active compounds read low; activity change, negative = inhibition, % at 57.5 µM; Relaxin receptor 1 (Homo sapiens), Q9HBX9; 0.59% of 350,000 active;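 active means activity change of -60% or lower, but not beyond a set lower limit; inconclusive means change between -60% and -40%, or beyond the set limit; inactive means change above -40%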; further: on the % scale 0 is the no-effect control and ±100 the full control effect
D1 antag: Antagonist of Human D 1 Dopamine Receptor: qHTS. D(1A) dopamine receptor (Homo sapiens), P21728. HEK293 TREx D1 cells, calcium flux, dopamine EC80; active compounds read low. activity change, negative = inhibition, % at 10 µM. 3.2% of 360,000 active. AID 504652, 2011; in the data active means activity change below about -30%; further: on the % scale 0 is the no-effect control and ±100 the full control effect
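Compound effects on dopamine-evoked calcium signalling were measured in tetracycline-induced HEK293 Trex D1 cells. Dopamine at EC80 followed a 180 s compound pre-read, and fluorescence was tracked kinetically for 180 s more.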
TRHR enhancer: qHTS for Small Molecule Agonists and Allosteric Enhancers of Human TRH Receptor: Primary Screen for Enhancers; AID 493056, 2011; 0.66% of 360,000 active; TRHR cells, fluo-8 calcium fluorescence, EC20 TRH enhancement; enhancement, % at 2 µM; in the data active means enhancement above about 30%; further: 0% is about no effect
Target sequence (P34981 whole entry, looked up): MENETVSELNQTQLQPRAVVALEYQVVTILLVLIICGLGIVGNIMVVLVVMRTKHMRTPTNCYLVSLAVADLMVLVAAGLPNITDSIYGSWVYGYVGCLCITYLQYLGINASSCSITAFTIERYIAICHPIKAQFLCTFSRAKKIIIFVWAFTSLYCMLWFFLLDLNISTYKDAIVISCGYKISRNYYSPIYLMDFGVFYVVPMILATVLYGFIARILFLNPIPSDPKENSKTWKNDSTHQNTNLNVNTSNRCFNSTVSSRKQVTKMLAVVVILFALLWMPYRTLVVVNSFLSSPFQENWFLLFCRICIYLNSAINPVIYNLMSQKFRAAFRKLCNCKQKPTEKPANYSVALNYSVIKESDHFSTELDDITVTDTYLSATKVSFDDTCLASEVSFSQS
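TRHR-expressing cells loaded with fluo-8 calcium dye were read kinetically (ex 480/em 530) during compound addition, then stimulated with an EC20 of TRH (10 nM final). Enhancement of the Gq-mediated intracellular calcium response was scored.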
RXFP1 agonist: qHTS Assay for Agonists of the Relaxin Receptor RXFP1; AID 2676, 2010; HEK293T-RXFP1 cAMP TR-FRET, 30 min; response scale: percent of porcine relaxin response, buffer zero; Potency, µM (series often up to 57.5 µM), for inactives: at the top dose activation, hits mostly activators; 0.3% of 370,000 active; active means well fitted activation curve with a large enough effect; inconclusive means small, poorly fitted or top-dose-only effect; further: potency means the concentration at half of the fitted maximal effect; on the % scale 0 is the no-effect control and ±100 the full control effect; nearly all actives have a fitted effect of over 60% in size; many of its hits are not listed in these tables
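Agonist response is measured as cAMP accumulation in an RXFP1-transfected HEK293T line under PDE4 inhibition. Values are scaled between buffer-only and 29 nM porcine relaxin, and EC50s come from standard Hill equation fits.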
D1 PAM: Potentiators of Human D1 Dopamine Receptor: qHTS; D(1A) dopamine receptor (Homo sapiens), P21728; HEK293 TREx D1 cells, calcium flux, dopamine EC20 potentiation; potentiation, % at 10 µM; 0.036% of 360,000 active; in the data active means potentiation above about 30%; further: 0% is about no effect
D1 ag: Allosteric Agonists of the Human D1 Dopamine Receptor: qHTS; D(1A) dopamine receptor (Homo sapiens), P21728; HEK293 T-REx D1 cells, calcium flux, agonist mode; activation, % at 2 µM; 1% of 360,000 active; AID 504660, 2011; in the data active means activation above about 30%; further: 0% is about no effect
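Inducible HEK293 T-REx D1 cells, force-coupled to calcium signalling, were plated at 4000 cells/well with tetracycline and held overnight at 30 C. After no-wash calcium dye loading, compound-evoked calcium rise over 180 s flagged agonists.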
D2 potentiator: HTS Assay for Positive Allosteric Modulators of the Human D2 Dopamine Receptor: Primary Screen for Potentiators. D(2) dopamine receptor (Homo sapiens), P14416. HEK293 T-REx D2, calcium flux, EC20 dopamine potentiation. potentiation, % at 10 µM. 0.34% of 340,000 active;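 active means potentiation over 3 SD above the plate norm, cut at about 30% in these data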; further: 0% is about no effect
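Using a no-wash calcium dye in inducible, force-coupled HEK293 Trex cells expressing D2, we tracked fluorescence each second for 180 s after compound, then for 180 s after EC20 dopamine to detect augmented signalling.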
D2 antagonist: HTS Assay for Allosteric Antagonists of the Human D2 Dopamine Receptor: Primary Screen for Antagonists | HEK293 TREx D2 cells, calcium flux, dopamine EC80 | inhibition, % at 10 µM | AID 485344, 2010 | 2% of 340,000 active | D(2) dopamine receptor (Homo sapiens), P14416; in the data active means inhibition above about 30%; further: 0% is about no effect
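Inhibition of EC80 dopamine-driven calcium flux, recorded kinetically, defines activity here; cells are a tetracycline-induced HEK293 T-REx line expressing force-coupled D2.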
The depositor's hits bear a star; ? = inconclusive; . = no result given.

SMILES	D2 agonist	RXFP1 antag	D1 antag	TRHR enhancer	RXFP1 agonist	D1 PAM	D1 ag	D2 potentiator	D2 antagonist
CCOC(=O)N1CCC(NC(=O)C2CCN(S(=O)(=O)c3cccc4cccnc34)CC2)CC1	-1.2	.	-7	-14	-2.5%	-4	3	-13	51*
CN(C)S(=O)(=O)N1CCN(c2ccccc2Cl)CC1	-0.7	1	5	-1	1.1%	2	3	2	6
CC1(C)CC(C(=O)NCCC(c2ccccc2)c2ccco2)CCO1 (configuration not stated)	-0.4	-3	9	-1	0.7%	-4	0	4	-2
N#Cc1nc(-c2ccc(OCc3ccccc3)cc2)oc1N1CCC(C(N)=O)CC1	-0.1	0	-36*	17	1.7%	-6	14	-7	-46
CSCCC(NC(=O)c1ccc([N+](=O)[O-])cc1Cl)C(=O)OCC(=O)C12CC3CC(CC(C3)C1)C2 (configuration not stated)	0.6	-11	-5	3	-0.1%	1	-1	18	-1
CC(=O)c1sc2c(c1C)c(=O)n(-c1ccc(Cl)cc1)c(=O)n2Cc1ccc(Cl)cc1	1.2	-20	-9	4	19%	0	6	3	.
COc1ccc(C2=C(C)C(N3CCC(C(=O)Nc4ccc(F)cc4C)CC3)=NS2(=O)=O)cc1	-1.2	-1	-26	-2	7.8%	-3	3	8	.
CCn1cc(C(=O)N2CCc3ccccc32)c(=O)c2cc(S(=O)(=O)N3CCCCCC3)ccc21	-0.8	8	-8	-3	0.2%	2	5	16	-11
Nc1cccc(Oc2cnccn2)c1	0.6	9	3	3	1.9%	0	0	13	3
Cc1nc2ccc(-c3nc4ccccc4[nH]3)cc2[nH]1	-0.8	-2	34	8	1.0%	1	6	-11	-20
O=C(C1CC12CCCC2)N1CCC(CO)(Cc2ccccc2Cl)CC1 (configuration not stated)	1.3	-12	8	-1	1.8%	4	12	-1	-2
O=C(CCCNS(=O)(=O)c1ccc(Br)cc1)N1CC[C@@]2(O)CCCC[C@H]2C1	0.5	-4	-6	-4	2.0%	0	-1	0	-1
CCCC(=O)NC(Nc1ccc(S(=O)(=O)Nc2ncccn2)cc1)(C(=O)OCC)C(F)(F)F (configuration not stated)	0.0	0	3	0	0.8%	-4	1	-1	-13
CCc1ccccc1NS(=O)(=O)c1ccc(SC)cc1	-0.3	-5	0	-1	1.5%	3	3	13	-9
Cc1ccc(C(=O)c2oc3ccccc3c2NC(=O)Cc2coc3cc(C)ccc23)cc1	1.3	-1	10	0	2.2%	0	-1	5	.
CCOc1cc(C(=O)OC(C)C(=O)Nc2ncc(Cl)cc2Cl)ccc1OCC(=O)N1CCOCC1 (configuration not stated)	0.4	-1	-2	18	1.5%	2	-1	6	1
Cc1nnc(NC(=O)CSc2ccc(-c3ccccn3)nn2)s1	1.3	.	-3	0	6.9%	2	2	-2	-16
Cc1ccccc1OCCn1c(CCNC(=O)C(C)(C)C)nc2ccccc21	.	-6	14	2	1.3%	-2	-3	18	.
CN(CCOC(=O)/C=C/c1ccco1)Cc1ccccc1	0.0	2	6	13	0.8%	0	0	-13	-5
c1ccc(C2CCC(N3CCN(c4ccccc4)CC3)CC2)cc1 (configuration not stated)	64*	-20	16	6	-0.4%	-10	-3	-20	-4
Cc1nc2nc(C)c(NS(=O)(=O)c3ccc(Cl)cc3)c(=O)n2[nH]1	0.4	2	19	0	2.1%	-2	0	16	-5
Nc1ccc(Br)cc1-c1nc2ccccc2[nH]c1=O	1.1	-20	-4	-4	0.6%	-3	0	-4	-15
Cc1nc(-c2ccccc2)sc1C1(C)CC(c2ccc(C#N)cc2)=NO1 (configuration not stated)	0.0	.	23	-6	1.3%	-2	1	-6	-1
CC(=O)c1ccc(-c2cccs2)s1	-0.1	-21	3	-3	4.1%	-7	1	2	10
Cc1ccc(C)c(NS(=O)(=O)c2cc(C(=O)NCc3ccccn3)ccc2C)c1	-1.5	-3	-9	-1	0.6%	-4	11	3	-1
CCN(CC)CCN(C(=O)c1ccc2c(c1)OCCO2)c1nc2c(Cl)cccc2s1	0.8	-24	-2	-3	3.1%	-9	14	-29	-5
O=C1N[C@@H](Cc2ccccc2)C(=O)N2CCC[C@@H]12	0.1	1	11	-3	0.1%	-2	6	-3	-7
CCN(CC)CCCNc1nc(N)c([N+](=O)[O-])c(N2CCCCCC2)n1	1.0	8	9	1	3.0%	-13	4	-6	18
Cc1ccccc1C(=O)N1CCC(C(=O)Nc2ccccc2N2CCCC2)CC1	-0.4	?	26	-3	-0.3%	-2	10	-4	-17
CC1Cc2nc(SCC(=O)Nc3ccc4c(c3)OCO4)n(-c3ccc(F)cc3)c(=O)c2S1 (configuration not stated)	-0.7	0	-13	-10	0.0%	-9	0	-3	-7
CCOc1ccccc1CN1CCNC(=O)C1CC(=O)NCCC1=CCCCC1 (configuration not stated)	-0.6	-4	10	2	0.6%	2	4	6	6
COc1cc(-c2nc(-c3ccccc3)c(-c3ccc(F)cc3)[nH]2)cc2c1OCO2	0.0	2	-11	-4	0.8%	1	1	-12	-2
O=C(O)CCC(=O)NNC(=O)CCC(=O)Nc1ccccc1	-0.3	6	-3	1	-0.1%	-1	3	-5	40*
COc1ccccc1N1CCN(CC(=O)Nc2ccccc2C(=O)NCCc2ccccc2)CC1	-0.5	12	17	2	0.2%	0	7	-8	-16
CCOc1ccc(NC(=O)CSc2nnc(Cc3cccn3C)n2-c2ccc(F)cc2)cc1	-2.2	-14	16	2	1.8%	4	1	12	-1
Cc1cccc(C(=O)Oc2ccccc2C2C[C@]3(C)CC(=O)NC3N2C(=O)c2cccc(C)c2)c1 (some centres not stated)	-0.2	0	8	5	-0.3%	-1	-1	-5	7
CC(=O)N1CCN(C(=S)Nc2cc(S(=O)(=O)N3CCOCC3)ccc2Cl)CC1	1.0	4	10	-13	6.2%	-5	2	7	8
CCNC(=O)Cn1cnc2c1c(=O)n(C)c(=O)n2C	.	-1	-2	-3	5.9%	2	1	.	.
O=C(CCCCn1c(=O)c2ccccc2n(Cc2ccccc2F)c1=O)NCc1ccc2c(c1)OCO2	-2.2	.	4	7	12%	1	2	1	.
CCn1cc(C2=NOC(C(=O)Nc3cc(C)nn3-c3ccccc3)C2)c(C)n1 (configuration not stated)	-0.4	-12	-3	-4	-1.2%	0	-1	.	-6

Shown as a hit in D1 antag (from the list above):
Structure	RXFP1 antag	D1 antag	TRHR enhancer	RXFP1 agonist	D1 PAM	D1 ag	D2 potentiator	D2 antagonist
N#Cc1nc(-c2ccc(OCc3ccccc3)cc2)oc1N1CCC(C(N)=O)CC1	0	-36*	17	1.7%	-6	14	-7	-46

(list continues)
SMILES	D2 agonist	RXFP1 antag	D1 antag	TRHR enhancer	RXFP1 agonist	D1 PAM	D1 ag	D2 potentiator	D2 antagonist
CCn1c(CNC(=O)Cc2ccc(OC)cc2)nnc1SCCOc1ccccc1	-1.1	-2	3	0	-0.2%	-5	3	16	3
COc1ccc(NC(=O)c2nnn(CC(=O)Nc3ccccc3OC)c2N)c(OC)c1	.	-102*	0	2	5.9%	-4	1	-4	.
COc1ccc(C(=O)N/C(=C\c2ccc3c(c2)OCO3)C(=O)N2CCOCC2)cc1	.	5	1	2	-1.1%	0	2	-2	.
COC(=O)C(C)N(C#N)c1nc(NC(C)C)nc(SC)n1 (configuration not stated)	0.5	-8	0	5	0.3%	-2	1	11	-5
CC(C)COc1ccc(C(=O)N/C(=C\c2cccc([N+](=O)[O-])c2)C(=O)OC(C)C)cc1	0.4	-15	3	3	0.4%	-4	5	10	-9
O=C(CN1C(=O)NC2(CCCC2)C1=O)Nc1nc2ccccc2[nH]1	0.4	1	5	5	-1.7%	-6	1	-5	-6
O=C(Nc1ccc2oc(-c3cccnc3)nc2c1)c1ccc(-c2cccc(Cl)c2)o1	-1.1	4	5	-11	0.0%	1	-1	0	.
O=C(N/N=C\c1ccncc1)c1ccccc1O	.	-1	0	-1	2.4%	-2	0	-1	2
COCCSc1nnc(NC(=O)c2ccc(NC(=O)C(C)C)cc2)s1	1.1	-5	-12	14	3.9%	-2	1	-3	-10
Cc1ccc(S(=O)(=O)N(C)CC(=O)N2CCCCCC2)cc1	-1.4	-1	-2	33*	-0.4%	4	-4	0	-13
COc1ccc(CN(C)C(=O)c2cccc(NS(=O)(=O)c3ccccc3)c2)cc1F	-0.6	12	-21	3	0.0%	.	20	7	7

Reformatted bar-delimited: part of the list above.
Molecule | D2 agonist | RXFP1 antag | D1 antag | TRHR enhancer | RXFP1 agonist | D1 PAM | D1 ag | D2 potentiator | D2 antagonist
Cc1cccc(C(=O)Oc2ccccc2C2C[C@]3(C)CC(=O)NC3N2C(=O)c2cccc(C)c2)c1 (some centres not stated) | -0.2 | 0 | 8 | 5 | -0.3% | -1 | -1 | -5 | 7
CC(=O)N1CCN(C(=S)Nc2cc(S(=O)(=O)N3CCOCC3)ccc2Cl)CC1 | 1.0 | 4 | 10 | -13 | 6.2% | -5 | 2 | 7 | 8
CCNC(=O)Cn1cnc2c1c(=O)n(C)c(=O)n2C | . | -1 | -2 | -3 | 5.9% | 2 | 1 | . | .
O=C(CCCCn1c(=O)c2ccccc2n(Cc2ccccc2F)c1=O)NCc1ccc2c(c1)OCO2 | -2.2 | . | 4 | 7 | 12% | 1 | 2 | 1 | .
CCn1cc(C2=NOC(C(=O)Nc3cc(C)nn3-c3ccccc3)C2)c(C)n1 (configuration not stated) | -0.4 | -12 | -3 | -4 | -1.2% | 0 | -1 | . | -6
CCn1c(CNC(=O)Cc2ccc(OC)cc2)nnc1SCCOc1ccccc1 | -1.1 | -2 | 3 | 0 | -0.2% | -5 | 3 | 16 | 3
COc1ccc(NC(=O)c2nnn(CC(=O)Nc3ccccc3OC)c2N)c(OC)c1 | . | -102* | 0 | 2 | 5.9% | -4 | 1 | -4 | .
COc1ccc(C(=O)N/C(=C\c2ccc3c(c2)OCO3)C(=O)N2CCOCC2)cc1 | . | 5 | 1 | 2 | -1.1% | 0 | 2 | -2 | .
COC(=O)C(C)N(C#N)c1nc(NC(C)C)nc(SC)n1 (configuration not stated) | 0.5 | -8 | 0 | 5 | 0.3% | -2 | 1 | 11 | -5
CC(C)COc1ccc(C(=O)N/C(=C\c2cccc([N+](=O)[O-])c2)C(=O)OC(C)C)cc1 | 0.4 | -15 | 3 | 3 | 0.4% | -4 | 5 | 10 | -9
O=C(CN1C(=O)NC2(CCCC2)C1=O)Nc1nc2ccccc2[nH]1 | 0.4 | 1 | 5 | 5 | -1.7% | -6 | 1 | -5 | -6
O=C(Nc1ccc2oc(-c3cccnc3)nc2c1)c1ccc(-c2cccc(Cl)c2)o1 | -1.1 | 4 | 5 | -11 | 0.0% | 1 | -1 | 0 | .

A portion of the library, so the mix of outcomes need not match the whole.
